Bioassay records from PubChem BioAssay.
Fam108B counter: Fam108B inhibition, counter-screen for RBBP9 inhibitors. inhibition, % at 9.51 µM. recombinant Fam108B, FP-Rh probe fluorescence polarization. 300,000 compounds, 0.33% hits;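 active = inhibition above the screen mean inhibition plus 3 SD, computed separately per campaign, cut at about 18% in these data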;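 note: inhibitors lower polarization as less probe binds the enzyme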
MEX-5 binding: C. elegans MEX-5 TCR-2 RNA binding activity | MEX-5/FITC-TCR2 RNA binding, fluorescence polarization; hits give low values | 300,000 compounds, 0.38% hits | Q9XUB2 | activity score (negative = inhibition of binding), % at 10 µM;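 active = inhibition past about -25% in most replicates, and total fluorescence under double the plate's negative control median, limit read from the data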;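 note: 0% = DMSO and -100% = 5 µM competing unlabeled TCR2 RNA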
Target sequence (Q9XUB2 whole entry, looked up): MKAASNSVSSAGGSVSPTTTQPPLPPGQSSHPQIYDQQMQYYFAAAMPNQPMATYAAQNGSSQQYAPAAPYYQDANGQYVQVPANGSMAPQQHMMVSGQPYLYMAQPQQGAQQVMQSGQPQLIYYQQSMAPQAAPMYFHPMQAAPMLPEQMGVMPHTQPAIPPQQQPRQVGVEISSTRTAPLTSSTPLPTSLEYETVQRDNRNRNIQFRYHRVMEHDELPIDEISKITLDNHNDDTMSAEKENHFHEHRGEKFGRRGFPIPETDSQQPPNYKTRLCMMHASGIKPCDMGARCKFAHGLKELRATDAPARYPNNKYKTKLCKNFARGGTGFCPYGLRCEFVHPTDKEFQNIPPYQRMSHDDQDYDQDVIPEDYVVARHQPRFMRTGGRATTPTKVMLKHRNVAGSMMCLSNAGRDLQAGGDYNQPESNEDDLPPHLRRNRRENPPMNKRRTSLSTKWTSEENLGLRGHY
VLA-4 inh: inhibition in a human VLA-4 binding assay | P13612 | VLA-4 expressing cells, ligand binding flow cytometry | inhibition, % (about 7 µM as worked out from the volumes in the protocol) | 330,000 compounds, 0.2% hits | AID 2557; in the data active = inhibition above about 50%
GRK2 inh: human GRK2 inhibition via aptamer displacement; P25098; bead flow cytometry, FAM-aptamer displacement from GRK2; inhibition of aptamer binding, % at 10 µM; 330,000 compounds, 0.59% hits; AID 488847;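 active = inhibition of aptamer binding above 40%, roughly 3 SD of noise, on plates passing a quality check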;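 note: median bead fluorescence of bound FAM aptamer so fluorescent compounds give negative values; no value below 0 was filed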
CIT2 TOR yeast: yeast TOR pathway CIT2-GFP modulation. GFP response vs DMSO, % at 10 µM. 320,000 compounds, 0.065% hits. S. cerevisiae CIT2-GFP strain, flow cytometry, 3 h; 100 means same as DMSO wells;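 active = GFP response relative to DMSO above a set limit, near the screen mean plus 3 SD, cut at about 150% in these data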;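 note: ratio of well median GFP fluorescence to mean of DMSO wells on the plate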
GLD-1 TGE inh: GLD-1-TGE RNA interaction inhibition (C. elegans). Q17339. purified GLD-1 + fluorescein TGE RNA, fluorescence polarization. inhibition, % at 5.96 µM. 320,000 compounds, 0.44% hits;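 active = percent inhibition above a per-plate cutoff, the plate mean of test compounds plus 3 SD, cut at about 30% in these data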;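 note: 0% = DMSO wells with GLD-1 and probe and 100% = wells lacking GLD-1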
AGP1-GFP MLPCN: yeast TOR pathway AGP1-GFP modulation. S. cerevisiae AGP1-GFP multiplex flow cytometry, 3 h; GFP as percent of DMSO wells. GFP response vs DMSO, % at 10 µM. 320,000 compounds, 0.02% hits;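 active = GFP response relative to DMSO above a set limit, near screen average plus 3 SD, cut at about 150% in these data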;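 note: median GFP channel fluorescence of the gated AGP1 strain per well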
Bcl-xL primary: inhibitors of human Bcl-xL | 320,000 compounds, 0.7% hits | GST-Bcl-xL / FITC-Bim BH3 peptide fluorescence polarization | inhibition, % at 10.9 µM | Q07817;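 active = inhibition above the mean of all tested compounds plus 3 SD, cutoff set per campaign, cut at about 30% in these data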;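 note: 0% = DMSO wells and 100% = unlabeled Bim-BH3 peptide competitor; inhibitors lower millipolarization by displacing the labeled peptide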
Target sequence (Q07817 whole entry, looked up): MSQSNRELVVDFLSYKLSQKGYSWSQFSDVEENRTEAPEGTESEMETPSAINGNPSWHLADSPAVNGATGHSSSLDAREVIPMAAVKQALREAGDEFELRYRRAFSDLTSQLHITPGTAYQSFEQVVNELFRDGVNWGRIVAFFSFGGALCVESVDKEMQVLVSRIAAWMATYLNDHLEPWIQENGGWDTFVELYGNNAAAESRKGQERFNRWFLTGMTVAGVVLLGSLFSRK
MCL1-BIM inh: disrupts human MCL1 binding to BIM-BH3 peptide | Q07820 | 320,000 compounds, 0.68% hits | GST-MCL1 / FITC-Bim-BH3 fluorescence polarization | AID 2057 | inhibition, % at 10.9 µM;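 active = inhibition above the mean inhibition of all tested compounds plus 3 SD, set per campaign, cut at about 40% in these data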;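 note: 0% = DMSO wells and 100% = unlabeled Bim-BH3 peptide control; higher means more loss of mP so more displacement of Bim peptide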
Target sequence (Q07820 whole entry, looked up): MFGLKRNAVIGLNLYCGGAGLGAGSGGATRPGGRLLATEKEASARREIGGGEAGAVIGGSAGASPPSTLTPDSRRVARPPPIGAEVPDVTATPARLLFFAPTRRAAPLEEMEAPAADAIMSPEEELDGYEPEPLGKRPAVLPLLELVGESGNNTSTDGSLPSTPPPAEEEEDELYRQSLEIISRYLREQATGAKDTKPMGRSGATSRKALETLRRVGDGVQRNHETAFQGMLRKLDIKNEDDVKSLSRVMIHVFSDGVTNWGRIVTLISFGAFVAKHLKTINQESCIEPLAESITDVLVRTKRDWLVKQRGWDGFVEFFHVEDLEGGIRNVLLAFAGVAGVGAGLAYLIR
Starred values were filed as active, the others as inactive; . = not tested or not shown.

SMILES | Fam108B counter | MEX-5 binding | VLA-4 inh | GRK2 inh | CIT2 TOR yeast | GLD-1 TGE inh | AGP1-GFP MLPCN | Bcl-xL primary | MCL1-BIM inh
COCCCNC(=O)CCNS(=O)(=O)c1ccc(C)cc1 | 1 | 1.0 | 10 | 0 | 107 | 1 | 101 | 0 | 2
O=C(CN1C(=O)COc2ccc(Cl)cc21)Nc1nccs1 | . | . | 22 | 0 | 105 | 9 | 103 | 3 | 4
CC1CN(Cc2nc3c(c(=O)n(C)c(=O)n3C)n2CCc2ccccc2)CC(C)O1 (centres undefined) | 1 | 0.7 | 18 | 0 | 111 | -3 | 98 | 11 | 2
Cc1ccc(NC(C)C(=O)N/N=C/c2ccc([N+](=O)[O-])s2)cc1 (centres undefined) | 3 | 0.8 | -29 | 6 | 95 | 1 | 88 | 5 | 1
COc1ccc(CN(C)Cc2cc(=O)oc3cc(C)c(C(C)C)cc23)cc1OC | 2 | -1.6 | -7 | 0 | 104 | -1 | 99 | -1 | 0
COc1cc(/C=C/C(=O)OCC(=O)Nc2cc(S(=O)(=O)N3CCCC3)ccc2Cl)cc(OC)c1OC | . | . | -1 | 0 | 94 | 3 | 102 | . | .
c1ccc(SCCCCNC2CCCC2)cc1 | -3 | -2.2 | -1 | 3 | 113 | -6 | 114 | 6 | 4
COc1ccc(S(=O)(=O)N2CCCCCC2)cc1C(=O)OCC(=O)NC(N)=O | 0 | 0.7 | 4 | 0 | 92 | -3 | 109 | 6 | -8
CC(C)COc1ccc(C(=O)OCCN2CCOCC2)c(O)c1 | -7 | -1.1 | -3 | 0 | 84 | 4 | 79 | 7 | 4
CC(C)C[C@@H](C)C(=O)N(Cc1ccccc1)c1ccccc1 | . | . | 9 | 0 | 98 | 9 | 95 | 3 | 3
COCOc1cc(O)c(C(=O)/C=C/c2ccc(OCOC)c(OCOC)c2)c(OCOC)c1 | 0 | -3.3 | 21 | 0 | 98 | 0 | 104 | 1 | -4
NS(=O)(=O)c1cccc(NC(=O)c2cccc3c(Br)cccc23)c1 | -5 | 2.5 | -5 | 0 | 104 | 3 | 103 | 1 | 3
O=C(OCC(=O)N1CCCCCC1)c1ccc(Br)c(S(=O)(=O)N2CCOCC2)c1 | . | . | 1 | 0 | 111 | 1 | 102 | . | .
Cc1cc(C)nc(SC(C)C(=O)N/N=C/c2cccs2)n1 (centres undefined) | 8 | 3.4 | -16 | 1 | 101 | -4 | 97 | 5 | 8
CCCc1cc(=O)oc2c3c(cc(OCC(=O)NCc4ccncc4)c12)OC(C)(C)CC3 | -5 | -0.3 | 9 | 1 | 97 | 2 | 97 | 2 | 1
COc1ccccc1N1CCN(S(=O)(=O)CCNC(=O)c2ccc(Br)o2)CC1 | 1 | -15 | -2 | 3 | 103 | 1 | 89 | 6 | 2
OC(CNCCc1ccc(Cl)cc1)COCc1ccco1 (centres undefined) | 11 | -2.0 | -2 | 0 | 108 | 2 | 98 | 5 | 11
CCCCn1c(N)c(N(CC)C(=O)c2cccc(S(=O)(=O)N3CCCc4ccccc43)c2)c(=O)[nH]c1=O | 2 | -1.0 | -11 | 1 | 114 | -1 | 110 | -1 | 3
Cc1cc(C(=O)OCC(=O)NCc2ccc(F)cc2)c2ccccc2n1 | . | . | 5 | 0 | 112 | 2 | 109 | 4 | -3
COc1ccccc1NC(=O)N[C@@H](Cc1c[nH]c2ccccc12)C(=O)NN | . | 0.7 | 21 | 0 | 94 | . | 93 | . | .
COc1ccc2cc(C(=O)c3ccccc3)c(=O)oc2c1 | -4 | 2.2 | -3 | 0 | 93 | 0 | 88 | -1 | 2
COc1ccc(CC(C)N2CCN(Cc3ccccc3)CC2)cc1OC (centres undefined) | -5 | 0.5 | 1 | 2 | 108 | 5 | 104 | 5 | 4
CCn1c(CC(=O)Nc2ccccc2C)nnc1SCC(=O)NC1CCCC1 | 4 | -0.6 | -2 | 0 | 96 | 3 | 92 | 3 | 2
Cc1cc(C)n2c(Nc3ccc4c(c3)OCCO4)c(-c3ccccc3)nc2n1 | 2 | 2.6 | 5 | 0 | 101 | -9 | 98 | 4 | 3
COc1ccc(Nc2ncc(C#N)c(N)n2)c(OC)c1 | 3 | 0.9 | 1 | 1 | 92 | 6 | 96 | 7 | 4

The last five records of the section above are carried over, then new ones follow.
SMILES | Fam108B counter | MEX-5 binding | VLA-4 inh | GRK2 inh | CIT2 TOR yeast | GLD-1 TGE inh | AGP1-GFP MLPCN | Bcl-xL primary | MCL1-BIM inh
COc1ccc2cc(C(=O)c3ccccc3)c(=O)oc2c1 | -4 | 2.2 | -3 | 0 | 93 | 0 | 88 | -1 | 2
COc1ccc(CC(C)N2CCN(Cc3ccccc3)CC2)cc1OC (centres undefined) | -5 | 0.5 | 1 | 2 | 108 | 5 | 104 | 5 | 4
CCn1c(CC(=O)Nc2ccccc2C)nnc1SCC(=O)NC1CCCC1 | 4 | -0.6 | -2 | 0 | 96 | 3 | 92 | 3 | 2
Cc1cc(C)n2c(Nc3ccc4c(c3)OCCO4)c(-c3ccccc3)nc2n1 | 2 | 2.6 | 5 | 0 | 101 | -9 | 98 | 4 | 3
COc1ccc(Nc2ncc(C#N)c(N)n2)c(OC)c1 | 3 | 0.9 | 1 | 1 | 92 | 6 | 96 | 7 | 4
CCn1c(=O)c(C(=O)NC(C)C)c(O)c2ccccc21 | 4 | 0.8 | 19 | 0 | 83 | -8 | 89 | 3 | -3
COc1ccc(-c2csc(/C=C/c3ccc4c(c3)OCO4)n2)cc1OC | 2 | 0.5 | 25 | 4 | 104 | 7 | 96 | 5 | 10
COc1ccc(NC(=S)N2N=CCC2c2ccccc2)cc1 (centres undefined) | 3 | -0.5 | 14 | 0 | 108 | 3 | 101 | 2 | 9
Cc1c(Cl)cccc1NC(=S)N(Cc1ccco1)C(C)c1ccccn1 (centres undefined) | 2 | 0.5 | 2 | 0 | 89 | -4 | 106 | 2 | 7
Cc1nnc(SC(C)C(=O)Nc2ccc3ccccc3c2)n1C (centres undefined) | . | . | 15 | 0 | 102 | 1 | 98 | 0 | -2
CCOc1cc(C(=S)N2CCCC2)ccc1OCc1ccccc1 | 0 | 2.2 | 2 | 1 | 99 | 0 | 106 | 3 | 21
COc1ccc(C(CNC(=O)c2cccc(NS(=O)(=O)c3ccc(C)c(F)c3)c2)N2CCOCC2)cc1 (centres undefined) | -6 | 2.1 | -4 | 0 | 101 | 3 | 103 | 1 | -2
Nc1ccc(S(=O)(=O)NC2(C(F)(F)F)NC(=O)N(c3ccc(F)cc3)C2=O)cc1 (centres undefined) | -3 | -0.2 | 6 | 5 | 102 | 1 | 99 | 2 | -2
CC(C)c1c(C(=O)N/N=C/c2c[nH]c3ccccc23)nnn1-c1nonc1N | 4 | -1.1 | 2 | 0 | 105 | 1 | 104 | -6 | -3
O=C(NCCc1c[nH]c2ccccc12)c1ccc2[nH]c(=O)c(=O)[nH]c2c1 | 4 | -1.3 | 14 | 0 | 103 | -5 | 103 | -1 | -8
Cn1c(=O)[nH]c(=O)c2c1ncn2CCCc1ccccc1 | 3 | -1.7 | -13 | 12 | 103 | -6 | 98 | 1 | 4
COc1ccc(NC(=O)COC(=O)COc2cccc3c2OC(C)(C)C3)cc1 | 0 | 2.3 | -4 | 5 | 93 | 0 | 106 | 2 | -7
Cc1cc(S(=O)(=O)N2CCCC(N(C)CCc3ccccn3)C2)c(C)s1 (centres undefined) | 0 | 1.1 | -2 | 2 | 104 | 5 | 96 | 9 | 8
CCc1nnc(NC(=O)c2cc(-c3ccc(C)o3)nc3ccccc23)s1 | . | . | -7 | 3 | 96 | 2 | 96 | 18 | 13
COc1ccc(OC)c(-c2nnc(NC(=O)C(C)Sc3nncn3C)s2)c1 (centres undefined) | 1 | 1.0 | 23 | 0 | 103 | -2 | 103 | -3 | -2
CCc1cc2ccccc2nc1SCC(=O)NC1CCCC1 | 2 | 1.3 | -5 | 6 | 87 | -5 | 94 | 4 | 7
Cc1ccc(/C=C/C(=O)Nc2nnc(C)s2)o1 | -3 | -2.9 | 29 | 0 | 99 | 3 | 97 | 7 | 6
Cn1c(/C(C#N)=C/c2cccc(O)c2)nc2ccccc21 | 1 | -2.5 | 11 | 0 | 94 | 1 | 97 | -2 | 1
O=C(c1cccc(N2C(=O)C3CC=CCC3C2=O)c1)N1CCCCCC1 (centres undefined) | -2 | -0.7 | 2 | 0 | 98 | 7 | . | 2 | 9
CCc1ccc2oc(C(=O)N3CCN(C)CC3)cc(=O)c2c1 | -1 | 0.2 | 16 | 2 | 99 | 4 | 95 | -2 | 2
CSCCC(NC(=O)c1cc(C)oc1C)C(=O)O (centres undefined) | -3 | -0.6 | 2 | 0 | 99 | -3 | 98 | 8 | 5
COc1cccc(Cn2c(=O)oc3ccccc32)c1 | -1 | 2.3 | 16 | 3 | 109 | 0 | 100 | 9 | 9
COc1cc(OC)cc(C(=O)NCCCCNC(=O)c2cc(OC)cc(OC)c2)c1 | 3 | 0.8 | 1 | 0 | 105 | -3 | 111 | 5 | 2
CC(=O)Cc1nsc(NC(=O)c2ccc(COc3ccccc3Cl)o2)n1 | -1 | 0.3 | 5 | 4 | 94 | 9 | 100 | 2 | 1
COC(=O)C1=C(C)N(CC2CC2)C(=NCc2cc(OC)c(OC)c(OC)c2)N[C@H]1c1ccccc1 | 2 | -0.3 | 9 | 1 | 78 | 7 | 89 | -11 | -19

Further entries follow.
SMILES | Fam108B counter | MEX-5 binding | VLA-4 inh | GRK2 inh | CIT2 TOR yeast | GLD-1 TGE inh | AGP1-GFP MLPCN | Bcl-xL primary | MCL1-BIM inh
COCC(=O)Nc1cc(C(=O)NCC(C)C)ccc1Cl | 3 | -0.1 | 13 | 0 | 101 | -1 | 97 | 4 | -1
Cc1ccc2[nH]cc(CCNS(=O)(=O)c3ccc(F)cc3)c2c1 | . | 3.1 | -3 | 0 | 102 | . | 100 | . | .
CS(=O)(=O)N(CC(=O)N1CCCC1)c1ccc2c(c1)OCCO2 | 4 | -1.3 | 0 | 3 | 105 | 4 | 105 | -1 | 3
O=C(O)C1[C@H]2C(=O)N(Cc3cccs3)C[C@]23C=C[C@H]1O3 (some centres undefined) | 2 | -0.6 | -2 | 0 | 103 | 12 | 109 | 2 | 7
Cc1ccc(NC(=O)c2sccc2C)cc1S(=O)(=O)N(C)C | 2 | 0.0 | 15 | 0 | 108 | -2 | 104 | -1 | -2
CCOC(=O)c1sc(NC(=O)CCN2CCN(C)CC2)c(C(=O)OCC)c1C | 1 | -0.3 | 15 | 0 | 103 | 4 | 114 | -6 | -9
CC(=O)N1CCCc2cc(S(=O)(=O)N3CCCC(C)C3)ccc21 (centres undefined) | 0 | -1.0 | 0 | 0 | 99 | -4 | 101 | 7 | 1
CCOC(=O)c1cc(C)sc1NC(=S)Nc1ccccc1 | -1 | -1.1 | 0 | 0 | 107 | 0 | 96 | 6 | 4
CCOC(=O)Cn1c(=O)oc2cc(S(=O)(=O)N(C)Cc3ccccc3)ccc21 | 2 | 0.0 | 5 | 0 | 96 | -1 | 102 | -3 | -2
CC1(C)CC(=O)C(C(c2ccc(F)cc2)C2C(=O)CC(C)(C)CC2=O)C(=O)C1 | -2 | -2.1 | 7 | 1 | 89 | 6 | 96 | -2 | 1
CCCCN(CC)c1nc(N)c2c(N)nc(OCC)cc2c1C#N | 6 | 0.9 | 6 | 0 | 106 | 17 | 96 | 17 | 13
